RBBP9 inhibitor: human RBBP9 inhibitors, primary screen, biochemical, fluorescence polarization, FP-Rh probe, HTS; Serine hydrolase RBBP9 (Homo sapiens), O75884; recombinant RBBP9; inhibition, % at 7.94 µM; 0.2% of 220,000 active;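 active = inhibition above the campaign mean of all tested compounds plus 3 SD, cut at about 14% in these data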;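 also: plate controls were DMSO wells with RBBP9 for no effect and wells lacking RBBP9 protein for full effect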
Target sequence (O75884 whole entry, looked up): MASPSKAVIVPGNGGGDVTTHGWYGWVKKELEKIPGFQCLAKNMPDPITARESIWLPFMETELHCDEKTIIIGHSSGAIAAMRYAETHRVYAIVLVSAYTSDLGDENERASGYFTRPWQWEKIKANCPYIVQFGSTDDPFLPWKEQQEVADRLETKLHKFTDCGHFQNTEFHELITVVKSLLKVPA
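Measured by – fluorescence polarization · Test system – RBBP9 protein · Input – 2.5 µM RBBP9 dispensing solution, before mixing · Measure – percent inhibition from mP, scaled between DMSO and no-protein wells · Benchmarks – DMSO-treated enzyme wells and wells lacking RBBP9 · Times – preincubation 30 min plus labeling 45 min at 25 °C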
PPC-1+TRAIL kill: compounds killing PPC-1 cancer cells with TRAIL present, primary screen, TRAIL potentiator project, ATPLite luminescence, uHTS; PPC-1 cells + TRAIL, ATPLite viability luminescence; cell killing (% activity), % at 4 µM; 0.41% of 220,000 active; AID 1443, 2008;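 active = cell killing above 50% in the first pass at 4 µM, then a duplicate retest at 5 µM averaging 50% or more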;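 also: plate controls were cells with TRAIL plus DMSO for no effect and medium-only wells lacking cells for full effect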
Wee1 stabilizer: Wee1 degradation inhibitors, primary screen, cell-based, HeLa, Wee1K328M-luciferase, luminescence; HeLa Luc-Wee1K328M stability; 100% = proteasome inhibitor MG132 effect; reporter increase, % at 5 µM; 1.2% of 220,000 active; AID 1321, 2008;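 active = activation above the mean of all tested compounds plus 3 SD, set per screening run, cut at about 8.8% in these data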;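 also: cells exposed to compound for 20 h before luminescence read; 0% = DMSO alone and 100% = MG132 at 30 µM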
Ba/F3 V617F tox: reduced viability of JAK2V617F-dependent Ba/F3 cells, primary screen, JAK2V617F inhibitor project, cell-based, Ba/F3 EpoR-JAK2V617F, luminescence; inhibition, % at 5.6 µM; ATP luminescence; AID 1446, 2008; 1.1% of 220,000 active;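 active = inhibition above the campaign mean plus 3 SD over all tested compounds, cut at about 24% in these data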;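 also: cytokine-independent growth of Ba/F3 cells driven by EpoR plus mutant JAK2; 0% = DMSO-treated cells and 100% = JAK inhibitor I control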
TRPML3 agonist: human TRPML3 channel agonists, primary screen, cell-based, HEK293 TRPML3-YFP, Fluo-8 calcium fluorescence, 3 µM; Mucolipin-3 (Homo sapiens), Q8TDD5; 100% = the carbachol control signal; activation, % at 3 µM; 0.29% of 220,000 active;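 active = activation above its plate's cutoff, the mean activation of the plate's test wells plus 3 SD, cut at about 12% in these data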;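 also: 0% = DMSO only wells and 100% = carbachol wells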
Target sequence (Q8TDD5 whole entry, looked up): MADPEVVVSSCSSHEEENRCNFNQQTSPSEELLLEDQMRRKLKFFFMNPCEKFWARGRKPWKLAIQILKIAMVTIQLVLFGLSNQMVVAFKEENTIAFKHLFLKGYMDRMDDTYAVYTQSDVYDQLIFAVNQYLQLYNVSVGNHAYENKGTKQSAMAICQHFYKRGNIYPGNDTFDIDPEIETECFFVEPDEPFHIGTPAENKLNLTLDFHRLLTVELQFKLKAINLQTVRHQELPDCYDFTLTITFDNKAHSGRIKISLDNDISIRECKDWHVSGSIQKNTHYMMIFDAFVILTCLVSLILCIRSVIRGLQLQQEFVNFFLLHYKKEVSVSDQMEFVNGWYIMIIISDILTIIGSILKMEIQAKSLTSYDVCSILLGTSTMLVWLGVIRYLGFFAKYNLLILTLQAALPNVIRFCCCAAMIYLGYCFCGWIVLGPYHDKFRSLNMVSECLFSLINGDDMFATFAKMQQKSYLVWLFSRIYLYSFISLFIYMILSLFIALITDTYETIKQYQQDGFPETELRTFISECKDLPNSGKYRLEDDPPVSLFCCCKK
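Material: TRPML3-YFP stable HEK293 cells | Dosing: One concentration, 3 µM nominal, 0.3% DMSO | Timing: 125 s total fluorescence read per well | Technique: Fluo-8 calcium dye fluorescence, ex 470-495, em 515-575 nm | Measure: Percent activation from peak-to-basal fluorescence ratio, scaled between DMSO and carbachol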
zfTRPN1 agonist: zebrafish TRPN1 channel agonists, primary screen, cell-based, HEK293, calcium fluorescence. transient receptor potential cation channel N1 (TRPN1/NompC), Danio rerio. HEK293 zebrafish TRPN1-YFP, Fluo-8 calcium fluorescence; 100% = response to 87 µM carbachol. activation, % at 3 µM. 0.18% of 220,000 active. AID 1424, 2008;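 active = activation above its plate's cutoff, the mean activation of test wells on that plate plus 3 SD, cut at about 19% in these data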;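 also: 0% = DMSO alone and 100% = 87 µM carbachol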
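Material: zebrafish TRPN1-YFP in HEK293 cells; Doses: single test compound dose, 3 µM nominal, 0.3% DMSO; Timing: dye loading 1 h at 37 °C, then 30 min room temperature; Technique: intracellular calcium fluorescence with Fluo-8; Benchmarks: high carbachol 87 µM, low DMSO alone.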
TNF death inh: inhibitors of TNF-alpha triggered necroptosis, primary screen, cell-based, Jurkat FADD-/-, single concentration | Jurkat FADD-/- TNF necroptosis rescue, ATP luminescence, 24 h; 0 = TNF only, 100 = no-TNF cells | activation (protection from cell death), % at 10 µM | 0.068% of 220,000 active | AID 463075, 2010;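 active = activation, meaning protection from cell death, of at least 50% relative to plate controls; inactive = activation below 50%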;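 also: necroptosis triggered by 40 ng/mL TNF-alpha added together with compound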
CHOP inhibitor: inhibitors of CHOP promoter induction, primary screen, cell-based, unfolded protein response, luciferase reporter; CHO-K1 CHOP-promoter luciferase, tunicamycin-induced, 15-18 h; inhibition, % at 10 µM; 3.8% of 220,000 active; AID 2732, 2010;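 active = compounds that reduced the stress-induced luciferase reporter signal by more than about 70% of percent inhibition, limit read from the data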;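 also: 0% = tunicamycin plus vehicle and 100% = wells without tunicamycin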
BaF3 tox: parental Ba/F3 cell viability inhibition, counter-screen for JAK2V617F inhibitor project, murine pro-B, CellTiter-Glo luminescence; CellTiter-Glo ATP luminescence; inhibition, % at 5.6 µM; 1.1% of 220,000 active;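 active = inhibition above a per-campaign cutoff, the mean inhibition of all tested compounds plus 3 SD, cut at about 27% in these data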;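 also: 0% = DMSO wells and 100% = JAK Inhibitor I control wells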
Numbers without * were called inactive; . = not tested or not shown; [ ] = dose if it differs, or a comment.

no.	SMILES	TNF death inh	CHOP inhibitor	Ba/F3 V617F tox	BaF3 tox	zfTRPN1 agonist	TRPML3 agonist	PPC-1+TRAIL kill	RBBP9 inhibitor	Wee1 stabilizer
1	COC(=O)c1cc(OC)c(OC)cc1NC(=O)c1ccc(C)o1	-3.8	-8	-4	4	-0.1	1.1	24	-3	2
2	O=C(Cn1nnc2ccccc2c1=O)NCCc1ccc(F)cc1	3.8	1	1	1	-1.4	0.4	2	-12	1
3	COc1ccc(C2=NN(C(=O)CSc3nnc(C)c(=O)n3N)C(c3ccco3)C2)cc1 (configuration not stated)	-2.9	31	-2	0	-2.3	0.4	16	-11	-2
4	COc1ccc(C(=O)NNC(=O)c2ccncc2)cc1	1.4	10	-1	6	-0.1	0.9	28	-1	3
5	COc1ccc(C(=O)NCc2nnc(SCC(=O)N3CCc4ccccc43)n2CCc2ccccc2)cc1	-4.9	54	-4	2	-0.1	0.6	4	-4	0
6	Cc1ccc(NCc2ccccc2O)cc1	12	35	3	5	-0.1	0.3	-3[5 µM]	-2	3
7	COc1ccc(N2CCN(S(=O)(=O)c3cccc(C(F)(F)F)c3)CC2)cc1	-0.5	36	-3	6	-1.5	0.6	13	2	1
8	O=C(c1cccc(-c2nnc(-c3ccccc3)o2)c1)N1CCCCC1	0.3	-2	5	8	-0.4	-0.1	8	3	0
9	O=C(NCC(c1ccc(F)cc1)N1CCOCC1)c1cccc(Br)c1 (configuration not stated)	0.5	12	1	5	-3.1	0.0	-14	-8	-3
10	CC1CCN(C(=O)c2ccc(CSc3ccc(Cl)cc3)cc2)CC1	0.7	80*	-3	6	3.2	0.2	29	-5	2
11	COCCC(=O)N1CCc2c([nH]c3ccccc23)C1C(C)(C)C (configuration not stated)	1.5	32	3	10	2.0	0.3	11	3	-2
12	COc1ccc(/C=C(\C#N)C(=O)OCC(=O)Nc2ccc(-c3nc4ccc(C)cc4s3)cc2)cc1	-0.5	-39	-3	-2	0.3	0.5	40	-3	5
13	Cc1ccc(S(=O)(=O)N(C)C)cc1NC(=O)COC(=O)/C(=C/c1ccc(F)cc1)c1cccs1	-0.8	13	-3	5	1.8	0.2	-6	-18	0
14	COc1ccc(S(=O)(=O)NC2(C(F)(F)F)N=C3SCCN3C2=O)cc1 (configuration not stated)	-0.6	2	2	1	0.8	0.3	8	-4	-2
15	O=C(O)COc1cccc2ccccc12	0.3	2	2	4	1.9	0.8	31	-3	-1
16	CCN(CC)C(=O)CSc1nnc2nnc3cc(Cl)ccc3n12	-4.4	23	0	2	2.5	0.6	20	-11	3
17	O=C(NCCN1CCCOC1=O)C(=O)NCCN1CCCOC1=O	2.5	4	-1	-2	1.4	1.1	-4	-1	-1
18	Cc1cc2ncc(-c3ccc(Cl)cc3)c(N)n2n1	-0.6	9	-2	1	-2.9	-0.6	28	3	4
19	Cc1cc(Cl)ccc1NC(=S)NCc1ccccc1Cl	-9.5	18	-2	4	1.5	0.2	38	-9	6
20	C/C(CC(=O)NCc1ccco1)=N\NC(=O)Cc1ccc(Cl)cc1	-0.5	-5	-1	-3	-1.5	-0.1	6	-8	0
21	O=[N+]([O-])c1ccc(N/N=C\c2ccccc2OCc2ccccc2)cc1	0.0	76*	-4	3	0.0	0.6	23	-1	-1
22	CC(C)COP(=O)(c1ccc(N(C)C)cc1)C(Nc1ccccc1)c1ccccc1 (configuration not stated)	1.2	18	-1	-2	-1.7	0.8	24	-6	4
23	COc1oc(-c2ccc(Cl)cc2)nc1C(F)(F)F	0.1	103*	-3	7	1.1	0.6	26	-1	2
24	Cc1ccc(Nc2nc(CSc3nnnn3-c3ccccc3)cs2)cc1	30	18	4	11	0.6	-0.8	-5	-10	-2
25	Cn1c(NC(=O)c2ccccc2Br)cc(=O)n(C)c1=O	0.6	-3	-1	6	0.2	0.1	31	2	3
26	CC1=NN(C(=O)COc2ccc(C)c(C)c2)C(O)(c2ccccc2)C1 (configuration not stated)	1.5	4	2	3	-0.2	0.1	13	-7	2
27	CCc1ccc(OCc2n[nH]c(=S)n2Cc2ccccc2)cc1	1.2	4	0	6	-1.3	-0.7	.	3	-1
28	Cc1ccc(CNS(=O)(=O)NCc2ccccc2F)cc1	-0.5	61	3	9	-1.6	-0.5	17	-5	1
29	Cc1ccc(C)c(-n2c(-c3csc(C)c3)n[nH]c2=S)c1	-0.2	0	4	1	-0.9	-0.4	-2	-6	1
30	CCOC(=O)c1c(C)c[nH]c1C	1.4	3	-3	0	1.1	1.0	20	-6	-1
31	Cn1c(=O)n(C)c2cc([N+](=O)[O-])c(N3CCN(C(=O)c4cccc(F)c4)CC3)cc21	-1.5	17	0	-2	2.9	1.8	37	-3	-3
32	CC(=O)Nc1cc(S(=O)(=O)Nc2cccc(C)c2)c(C)cc1C	-3.8	27	1	5	-0.6	0.2	-11	-2	4
33	Cc1ccc(S(=O)(=O)/N=C(/Nc2ccc3[nH]c(=O)[nH]c3c2)c2ccccc2)cc1	-0.7	-17	0	3	0.1	-0.2	8	-6	-1
34	CC1CCN(CCCNC(=O)c2n[nH]c(=O)c3ccccc23)CC1	1.6	-5	0	3	1.4	0.3	7	-7	1
35	CCNc1nc(Cl)nc(N(NC(C)=O)C(C)C)n1	0.5	3	-2	0	4.9	0.8	15	1	3
36	CCCCCC(=O)Nc1c(-c2ccc(OC)cc2)c(=O)c2ccccc2n1C	0.7	-16	-3	0	-0.4	-0.3	-4	-5	9.9*
37	CCSc1ncnc2sc3c(c12)CCC3	-0.9	58	-2	-1	0.9	1.0	3	5	2
38	O=C1C2CC=CCC2C(=O)N1c1n[nH]c(-c2ccccc2)n1 (configuration not stated)	1.3	2	0	5	-0.4	0.7	-18	1	1
39	CCOC(=O)NC1(NCc2ccccc2)Oc2ccccc2O1	-8.2	20	4	6	-1.9	0.0	5	-5	-1
40	Cc1ccc(Cn2c(C)cc3c(c2=O)C(c2cccs2)C(C#N)=C(N)O3)cc1 (configuration not stated)	-2.2	32	3	1	-0.2	0.5	-4	-4	2
41	O=C(O)Cn1nnc(-c2cccs2)n1	-4.5	-6	2	9	2.1	0.0	3	-8	-4
42	COc1cc(CNCCN2CCOCC2)ccc1OCc1ccc(Cl)cc1	1.2	42	-1	4	1.9	1.4	-17	-7	-2
43	C/C(=N\NC(=O)C1CC1)c1ccc(Cl)cc1	0.5	16	-1	2	-0.5	0.0	9	-8	0
44	CCn1nnc2sc3c(c2c1=O)CCC(C)C3 (configuration not stated)	-1.0	-4	-8	-1	-2.9	-1.0	24	1	2
45	O=C(COc1ccccc1[N+](=O)[O-])Nc1cc(Cl)ccc1C(=O)O	1.8	7	-2	-3	-0.2	0.8	20	-9	1
46	CSc1nc(N)nc(SCC(=O)Nc2cccc(F)c2)c1C#N	2.2	56	-4	5	5.6	1.2	13	-48	2
47	Cc1cccc(C)c1NC(=O)Cn1nnnc1N	0.5	-15	-2	5	-0.1	-0.1	7	-6	-3
48	Cn1c(=O)c2c(nc(NCCCN3CCOCC3)n2Cc2cccc(Cl)c2)n(C)c1=O	0.3	.	2	9	0.6	0.1	13	-10	0
49	O=C(c1ccc(Cn2cc(Br)cn2)cc1)N1CCN(c2ccccc2)CC1	-6.9	57	0	9	0.0	-0.2	-18	-4	5
50	COc1ccc(Br)cc1CN(C)CC(=O)Nc1c(Cl)cccc1Cl	2.2	49	2	3	-2.8	-0.8	18	-6	-3
51	CCOc1ccc(C(=O)NC2CCN(C(=S)NCc3ccco3)CC2)cc1	-2.2	-3	-2	0	0.3	-0.9	2	-2	2
52	C=CCn1c(SCn2nnc3ccccc3c2=O)nc2scc(-c3cccs3)c2c1=O	0.2	21	-3	3	1.3	0.0	-7	0	0
53	COC(=O)C1=CNC=C(C(=O)OC)C1c1ccccc1Cl	-1.7	-4	-1	4	-1.0	-0.6	28	-6	3
54	CC1(C)CCC(C)(C)NC(=S)N1	0.3	-43	-2	1	0.5	-0.2	18	4	-1
55	COc1ccccc1/C=C/C(=O)OCC(=O)Nc1cc(C(F)(F)F)ccc1N1CCOCC1	-3.9	8	-2	1	0.1	0.5	28	4	2
56	COc1ccc(CCn2c(-c3ccco3)nc3nc4ccccc4nc32)cc1	-4.4	2	-1	7	-0.5	6.3	8	-7	-1

Later entries:
no.	SMILES	TNF death inh	CHOP inhibitor	Ba/F3 V617F tox	BaF3 tox	zfTRPN1 agonist	TRPML3 agonist	PPC-1+TRAIL kill	RBBP9 inhibitor	Wee1 stabilizer
57	Cc1c(NC(=O)CSc2nnnn2-c2ccc(F)cc2)c(=O)n(-c2ccccc2)n1C	0.2	11	-1	2	-0.8	0.7	7	-10	-2
58	Cc1ccc(S(=O)(=O)Nc2ccc(NC(=O)c3ccc(F)cc3)cc2)cc1	2.0	45	2	8	0.3	0.8	-4	0	0
59	O=C(Nc1ccccc1)Nc1ccc(C(F)(F)F)cn1	1.1	-2	3	2	-0.6	1.3	-14	-15	0
60	CS(=O)(=O)Nc1nnc(C2CCCC2)s1	0.4	-4	2	2	1.6	0.7	-18	-12	3
61	CC(C)N(Cc1nc(-c2ccc(Cl)cc2)no1)C(=O)/C=C/c1ccccc1	1.6	44	0	-1	-0.2	0.7	-22	-6	-3
62	Cc1nnc(SCc2ccccc2)n1CC1CCCO1 (configuration not stated)	0.2	15	0	6	0.7	1.0	15	3	-2
63	COC(=O)c1ccccc1NC(=O)COC(=O)CSc1nnc(N)s1	0.6	-2	-3	0	0.4	0.0	-8	-7	5
64	Cn1c(C(=O)OC(C(=O)NC2CCCCC2)c2ccncc2)cc2sccc21 (configuration not stated)	-4.1	-6	3	4	1.2	0.2	1	-8	1
65	O=C(NCc1ccccc1)c1ccc2c(c1)C(=O)N(CC1CCCO1)C2=O (configuration not stated)	0.8	9	-1	1	0.4	-0.1	15	-12	1
66	N/N=c1\sc2ccccc2n1-c1ccccc1	-0.2	36	-4	2	-1.7	0.1	18	-3	-3
67	CC1(C)Cc2c(cnn2-c2ccccc2)C(=O)/C1=N\NC(=O)c1ccccc1N	0.7	48	-4	0	-0.2	0.9	6	3	2
